Assay outcomes deposited in PubChem BioAssay by several laboratories.
L major viab: Leishmania major promastigote growth inhibition, primary screen; Leishmania major promastigotes, resazurin fluorescence viability; inhibition, % at 10 µM; 200,000 compounds, 9% hits; in the data active means inhibition above about 50%;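 further: promastigotes grown with compound for 44 hours at 28 °C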
bIAP inh: bovine intestinal alkaline phosphatase inhibitors, primary screen, selectivity assay for TNAP inhibitor project, biochemical, bovine IAP, CDP-star luminescence; 190,000 tested, under 10 active; alkaline phosphatase, intestinal [Bos taurus]; purified bovine IAP, 30 min; inhibition, % at 20 µM; AID 1019, 2008;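 active means over 50% inhibition of intestinal alkaline phosphatase at 20 µM in the single-dose screen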
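Assay system – bovine IAP enzyme · Quantity – bovine IAP at 1/65,000,000 final dilution · Detection – CDP-star luminescence signal · Times – 30 min reaction at room temperature · Also added – CDP-star substrate at 30 µM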
PPARg SRC-3 ag: PPARgamma agonists recruiting SRC-3 coactivator, primary screen, biochemical. Peroxisome proliferator-activated receptor gamma (Homo sapiens), P37231. biochemical PPARgamma/SRC-3 coactivator recruitment assay. activation, % at 8 µM. 200,000 compounds, 0.26% hits. AID 731, 2007; in the data active means activation above about 23%;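 further: 0% = DMSO and 100% = reference agonist; some compounds past the cut are filed as inactive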
HMGR II inh: inhibitors of E. faecalis class II HMGR, primary screen, biochemical, Enterococcus faecalis; HMG-CoA reductase (Enterococcus faecalis, mvaE); purified E. faecalis HMGR, NADPH absorbance 340 nm kinetic; inhibition, % at 10 µM; 190,000 compounds, 0.41% hits; AID 1066, 2008;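 active means inhibition above a set limit, the median over all tested compounds plus 3 SD, cut at about 9.5% in these data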;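 further: enzyme runs in reverse so mevalonate oxidation gives rising NADPH absorbance; 0% = complete reaction with DMSO and 100% = background rate lacking mevalonate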
PPARg SRC1 recr: PPARgamma agonists recruiting SRC-1 coactivator, primary screen, biochemical; PPARgamma-SRC-1 coactivator recruitment biochemical assay; activation, % at 8 µM; 200,000 compounds, 0.41% hits; AID 631, 2007; in the data active means activation above about 19%;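 further: 0% = DMSO and 100% = reference agonist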
PPARg SRC2 recr: agonists of PPARg-SRC-2 recruitment, primary screen, biochemical, HTS; activation, % at 8 µM; Peroxisome proliferator-activated receptor gamma (Homo sapiens), P37231; PPARgamma LBD-SRC-2 recruitment; 200,000 compounds, 0.34% hits; in the data active means activation above about 22%;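 further: 0% = vehicle and 100% = reference agonist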
RAM network inh: inhibitors of the yeast RAM network, primary screen, dse1pr::URA3 reporter, 5-FOA selection; S. cerevisiae dse1pr::URA3 reporter, 5-FOA growth OD615, 2 d; analog-sensitive cbk1-as2 kinase mutant strain; inhibition, % at 50 µM; 190,000 compounds, 1.8% hits; AID 868, 2007;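 active means inhibition above a set limit, 3 SD over mean compound inhibition, cut at about 8.4% in these data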;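 further: 0% = DMSO-only wells with no growth and 100% = 10 µM 1-NA-PP1 full growth; inhibition rescues growth on 5-FOA so higher OD means more RAM inhibition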
Redox H2O2 prof: compounds producing H2O2 with reducing agent – biochemical, NIH compound library profiling, artefact control for MLSCN library redox annotation, primary screen; activation, % at 10 µM; 200,000 compounds, 0.03% hits; AID 878, 2007; DTT-dependent redox cycling H2O2, phenol red/HRP absorbance; 100% = 100 µM peroxide control, 0% = buffer;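 active means activation of at least 50% relative to the plate's high and low controls in the primary single-dose screen; inactive means activation below 50%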;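 further: compound incubated with DTT at 0.8 mM final as the reducing agent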
ROMK mod: ROMK potassium channel modulators, primary screen, cell-based, thallium flux, MLSMR library; 130,000 compounds, 2% hits; AID 1918, 2009; B-score at 10 µM; ATP-sensitive inward rectifier potassium channel 1 (Homo sapiens), P48048; Tet-inducible ROMK, thallium flux fluorescence; actives lie on both sides;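 active means signal ratio slope over the read window, or its plate-corrected B-score, at least 3 SD from the plate mean, either direction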;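 further: B-score of the F/F0 ratio slope over 7 to 12 s after thallium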
Target sequence (P48048 whole entry, looked up): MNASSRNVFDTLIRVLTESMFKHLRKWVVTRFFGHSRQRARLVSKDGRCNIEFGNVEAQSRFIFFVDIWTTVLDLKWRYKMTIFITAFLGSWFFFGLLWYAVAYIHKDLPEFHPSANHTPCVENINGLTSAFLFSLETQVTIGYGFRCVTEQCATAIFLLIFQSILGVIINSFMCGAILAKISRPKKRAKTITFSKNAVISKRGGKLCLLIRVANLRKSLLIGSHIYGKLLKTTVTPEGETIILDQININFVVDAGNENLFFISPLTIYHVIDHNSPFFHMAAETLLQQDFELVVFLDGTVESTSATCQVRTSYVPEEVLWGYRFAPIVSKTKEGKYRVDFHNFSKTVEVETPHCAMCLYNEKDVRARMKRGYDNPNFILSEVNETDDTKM
S1P3 antagonist: S1P3 receptor antagonists, primary screen, cell-based | inhibition, % at 4.98 µM | CHO S1P3 NFAT-BLA reporter, FRET fluorescence, antagonist mode | Sphingosine 1-phosphate receptor 3 (Homo sapiens), Q99500 | 170,000 compounds, 0.27% hits;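 active means inhibition above the plate cutoff, the mean inhibition of test wells on that plate plus 3 SD, cut at about 28% in these data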;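 further: cells challenged with S1P at its EC80 of 0.8 µM; blue over green emission ratio from cleaved BLA substrate after 4 h stimulation; 0% = S1P-stimulated wells and 100% = unstimulated DMSO-only wells; some compounds past the cut are filed as inactive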
Target sequence (Q99500 whole entry, looked up): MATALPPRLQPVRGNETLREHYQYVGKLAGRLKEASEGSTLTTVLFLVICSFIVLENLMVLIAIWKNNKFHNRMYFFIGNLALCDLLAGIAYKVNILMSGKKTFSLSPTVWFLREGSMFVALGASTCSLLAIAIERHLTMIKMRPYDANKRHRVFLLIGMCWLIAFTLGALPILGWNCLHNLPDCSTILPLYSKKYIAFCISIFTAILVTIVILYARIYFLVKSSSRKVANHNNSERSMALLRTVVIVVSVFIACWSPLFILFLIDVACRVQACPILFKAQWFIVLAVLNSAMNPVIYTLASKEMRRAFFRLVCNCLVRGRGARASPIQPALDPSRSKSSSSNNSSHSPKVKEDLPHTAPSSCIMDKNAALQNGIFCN
TR-FRET SRC-2 ct: TR-FRET signal artefacts, primary screen, artefact control for PPARgamma SRC-2 agonist project, biochemical | TR-FRET artefact counter-screen; hits give high values | TR-FRET ratio at 8 µM | 200,000 compounds, 0.4% hits; in the data active means TR-FRET ratio above about 2000; further: inactives centre near 1500
Active calls of the source: *; x = not tested or not shown.

SMILES	L major viab	bIAP inh	PPARg SRC-3 ag	HMGR II inh	PPARg SRC1 recr	PPARg SRC2 recr	RAM network inh	Redox H2O2 prof	ROMK mod	S1P3 antagonist	TR-FRET SRC-2 ct
COc1cc(NC(=O)c2cccs2)c(C(=O)OCC(=O)NC(C)c2ccccc2)cc1OC (centres undefined)	2	-1	8	-1	5	1	2.0	0.6	-0.79	x	1597
COC(=O)c1cc(C(=O)Nc2ccc(S(N)(=O)=O)cc2)cc([N+](=O)[O-])c1	61*	-8	3	-3	8	3	1.6	-0.8	0.0035	-1	1747
O=C(Nc1ccccc1N1CCOCC1)c1cccnc1	-6	-4	5	10*	3	15	0.9	0.0	0.18	17	1776
Nc1nc(-c2nc3ccccc3[nH]2)cs1	-2	-25	2	-2	4	6	0.3	-3.9	x	-20	1782
CCc1c(C)nc(SCC(=O)N2CCc3ccccc32)[nH]c1=O	-1	1	12	-8	-2	-4	2.2	0.1	0.83	-26	1489
COc1cccc(/C=N/NC(=O)c2c(-c3ccccc3)noc2C)c1O	95*	-22	-10	-6	-4	-1	1.1	1.8	x	x	1522
Cc1cccc(C2CC(c3ccc(F)cc3)Nc3nc(N)nn32)c1 (centres undefined)	93*	-3	x	-6	x	x	1.3	-0.9	x	-11	x
COCCNC(=O)CCCCCN1C(=O)CCC1=O	-3	5	1	-4	2	-1	-0.7	-6.2	x	-20	1556
Cc1ccc2cc(CCNC(=O)c3cccs3)c(=O)[nH]c2c1C	-3	-7	2	-9	-1	5	3.0	0.3	-0.028	-11	1562
COc1ccccc1Oc1ccc(S(=O)(=O)Nc2cccnc2)cc1	-15	-1	6	2	-6	-9	-0.9	1.4	-2	x	1235
CCN(CC)CCNc1ncnc2c1sc1nc(N3CCOCC3)c3c(c12)CC(C)(C)SC3	100*	-3	5	0	3	5	-0.5	1.5	x	x	1457
Cc1cc(C(=O)N/N=C/c2c(C)n(C)c3ccccc23)n[nH]1	22	-2	2	-3	3	11	0.0	0.0	-0.66	-30	1608
O=C(NCCCn1ccnc1)c1cc(-c2ccc3c(c2)OCO3)on1	43	18	5	-5	8	5	-0.2	0.3	x	2	1671
Cc1c(C(=O)N2CCOCC2)sc2ncnc(N3CCc4ccccc4C3)c12	-14	4	-3	-2	-3	2	1.1	2.7	0.64	10	1565
S=C(NCc1ccco1)N1CCN(C(c2ccccc2)c2ccccc2)CC1	5	3	-7	-3	11	3	0.5	0.6	x	x	1603
Nc1nc(-c2ccc(Cl)cc2Cl)cn1N	-2	-4	-4	0	-3	-6	-0.7	1.8	x	13	1317
CCN1CCN(C(=O)c2cc(-c3cccnc3)nc3ccc(Br)cc23)CC1	2	-4	6	-2	6	4	0.4	0.4	x	x	1741
Cc1cccc(N2CCN(C(=O)c3ccc4c(c3)OCCO4)CC2C)c1 (centres undefined)	-4	0	3	2	8	8	1.1	0.0	-0.18	-2	1569
CC(=O)c1nn(-c2ccccc2)cc1C(=O)c1cccc(Br)c1	-5	10	4	-2	8	3	2.7	-0.5	x	4	1684
Cc1ccc(S(=O)(=O)N2CCN(C(=O)CSc3ncc(C(F)(F)F)cc3Cl)CC2)cc1	15	0	11	-1	0	4	4.1	1.6	x	x	1592
COc1ccc(OCC(O)CNC(=O)/C=C/c2cccc([N+](=O)[O-])c2)cc1 (centres undefined)	5	6	0	-2	2	-3	1.4	-1.4	-1.2	-21	1680
O=C1c2ccccc2C(O)(Cc2ccccc2)N1C1CCCCC1 (centres undefined)	12	13	2	-2	9	2	1.2	-1.2	-0.76	-4	1483
CC(=O)c1ccc(NC(=S)NN2C(C)CCCC2C)cc1 (centres undefined)	-4	5	5	-5	7	3	2.7	-2.3	-0.7	-24	1779
O=C(NCc1ccco1)c1ccc(Cn2c(=S)[nH]c3ccccc3c2=O)cc1	15	18	3	4	1	14	5.7	-0.4	0.31	3	1605

The list goes on (3 carried over from the part before).
SMILES	L major viab	bIAP inh	PPARg SRC-3 ag	HMGR II inh	PPARg SRC1 recr	PPARg SRC2 recr	RAM network inh	Redox H2O2 prof	ROMK mod	S1P3 antagonist	TR-FRET SRC-2 ct
O=C1c2ccccc2C(O)(Cc2ccccc2)N1C1CCCCC1 (centres undefined)	12	13	2	-2	9	2	1.2	-1.2	-0.76	-4	1483
CC(=O)c1ccc(NC(=S)NN2C(C)CCCC2C)cc1 (centres undefined)	-4	5	5	-5	7	3	2.7	-2.3	-0.7	-24	1779
O=C(NCc1ccco1)c1ccc(Cn2c(=S)[nH]c3ccccc3c2=O)cc1	15	18	3	4	1	14	5.7	-0.4	0.31	3	1605
O=C(/C=C\Nc1ccc(Br)cc1)c1cccnc1	-6	-2	5	-1	-3	-6	2.1	0.1	1.1	-4	1633
COc1ccc(N(CC(=O)N2CCN(C)CC2)S(C)(=O)=O)cc1OC	-6	6	-2	-4	1	-4	0.5	-0.4	x	6	1533
O=[N+]([O-])c1ccc(Nc2cccc(F)c2)nc1	1	8	-3	3	-1	4	2.2	-0.3	0.02	16	1566
Cc1cccn2c(=O)c3cc(C#N)c(=NC(=O)c4cccnc4)n(CC4CCCO4)c3nc12 (centres undefined)	17	x	-11	x	2	16	x	0.8	x	-8	1540
CCn1nccc1C(=O)Nc1cc(Cl)cc(Cl)c1	14	-18	0	-7	1	3	1.4	3.8	-0.33	x	1370
CCN(CC)N=Nc1ccc(S(=O)(=O)N2CCSC2C(=O)O)cc1 (centres undefined)	0	-9	3	0	5	7	1.6	-1.2	-0.014	6	1701
O=C(Nc1ccnc(-c2cccnc2)n1)c1cccc(Cl)c1Cl	4	9	2	-5	1	-2	2.4	-8.4	x	x	1366
Cc1nc(N2CCN(C(=O)CCC(=O)O)CC2)c2c(C)c(C)sc2n1	-9	1	-4	-4	0	0	-0.2	-2.1	x	14	1522
O=C(NN=C1CCCCCC1)c1cc(-c2ccccc2)nc2ccccc12	1	-10	2	-8	8	-3	1.4	-8.2	0.7	x	1375
NNC(=O)/C(=C/c1cccs1)NC(=O)c1ccccc1Cl	-4	5	3	0	-1	-4	0.8	0.3	x	-4	1760
CCc1nnc(NC(=O)CSc2nnc(COc3ccccc3)n2-c2ccc(C)cc2)s1	-2	7	7	0	0	6	7.1	0.1	0.83	-36	1467
O=[N+]([O-])c1ccc(CN2CCN(c3ccc4ccccc4n3)CC2)cc1	-2	10	1	1	-4	-8	0.4	-1.0	0.98	-7	1601

Nothing new here: an excerpt of the list.
SMILES	L major viab	bIAP inh	PPARg SRC-3 ag	HMGR II inh	PPARg SRC1 recr	PPARg SRC2 recr	RAM network inh	Redox H2O2 prof	ROMK mod	S1P3 antagonist	TR-FRET SRC-2 ct
O=C(NCc1ccco1)c1ccc(Cn2c(=S)[nH]c3ccccc3c2=O)cc1	15	18	3	4	1	14	5.7	-0.4	0.31	3	1605
O=C(/C=C\Nc1ccc(Br)cc1)c1cccnc1	-6	-2	5	-1	-3	-6	2.1	0.1	1.1	-4	1633
COc1ccc(N(CC(=O)N2CCN(C)CC2)S(C)(=O)=O)cc1OC	-6	6	-2	-4	1	-4	0.5	-0.4	x	6	1533
O=[N+]([O-])c1ccc(Nc2cccc(F)c2)nc1	1	8	-3	3	-1	4	2.2	-0.3	0.02	16	1566
Cc1cccn2c(=O)c3cc(C#N)c(=NC(=O)c4cccnc4)n(CC4CCCO4)c3nc12 (centres undefined)	17	x	-11	x	2	16	x	0.8	x	-8	1540
CCn1nccc1C(=O)Nc1cc(Cl)cc(Cl)c1	14	-18	0	-7	1	3	1.4	3.8	-0.33	x	1370
CCN(CC)N=Nc1ccc(S(=O)(=O)N2CCSC2C(=O)O)cc1 (centres undefined)	0	-9	3	0	5	7	1.6	-1.2	-0.014	6	1701
O=C(Nc1ccnc(-c2cccnc2)n1)c1cccc(Cl)c1Cl	4	9	2	-5	1	-2	2.4	-8.4	x	x	1366
Cc1nc(N2CCN(C(=O)CCC(=O)O)CC2)c2c(C)c(C)sc2n1	-9	1	-4	-4	0	0	-0.2	-2.1	x	14	1522
O=C(NN=C1CCCCCC1)c1cc(-c2ccccc2)nc2ccccc12	1	-10	2	-8	8	-3	1.4	-8.2	0.7	x	1375
NNC(=O)/C(=C/c1cccs1)NC(=O)c1ccccc1Cl	-4	5	3	0	-1	-4	0.8	0.3	x	-4	1760
CCc1nnc(NC(=O)CSc2nnc(COc3ccccc3)n2-c2ccc(C)cc2)s1	-2	7	7	0	0	6	7.1	0.1	0.83	-36	1467
O=[N+]([O-])c1ccc(CN2CCN(c3ccc4ccccc4n3)CC2)cc1	-2	10	1	1	-4	-8	0.4	-1.0	0.98	-7	1601

Further results
SMILES	L major viab	bIAP inh	PPARg SRC-3 ag	HMGR II inh	PPARg SRC1 recr	PPARg SRC2 recr	RAM network inh	Redox H2O2 prof	ROMK mod	S1P3 antagonist	TR-FRET SRC-2 ct
CC(C)CNC(=O)COC(=O)c1cncc(Br)c1	-5	8	6	1	-12	0	0.7	-4.7	x	x	1544
O=C(CC(=O)N/N=C/c1cccs1)NCc1ccccc1	4	13	0	0	-2	-8	1.4	-0.5	1.5	-15	1425
CCCCc1nc2sc3c(=O)n(N)cnc3c2c2c1CCC2	0	10	2	-5	-4	3	1.8	0.5	-0.013	13	1451
Cc1c(C(c2ccccc2O)c2c(C)n(C)n(-c3ccccc3)c2=O)c(=O)n(-c2ccccc2)n1C	-5	-18	1	-8	-6	5	0.4	-1.0	0.31	-16	1854
CC1CCCCN1C(=O)COc1ccc(F)cc1 (centres undefined)	-9	-1	3	-5	2	-7	-0.5	-0.3	-0.29	-19	1423
CNc1ncc(C(=O)c2ccccc2)s1	-6	-1	-8	-5	-3	2	1.0	18	x	x	1488
Cc1ccc(-c2nnc(SCc3ccccc3F)o2)cc1	-10	15	0	-1	0	-6	6.6	-1.4	x	14	1421
Cc1cc(OCC(=O)NCc2cccnc2)ccc1[N+](=O)[O-]	1	6	-2	2	-7	-1	-0.5	0.4	-0.011	-15	1465
